JMJD2A Tudor inh – blocks the human JMJD2A Tudor domain; O75164; AlphaScreen JMJD2A-Tudor / H3K4me3 peptide binding; Potency, µM (top dose mostly 114 µM), without a hit: at the highest dose activity change, negative = inhibition, usual class: inhibitors; hit rate 4.4% among 390,000; note: potency is the fitted concentration of half-maximal effect; % is set by controls: 0 for no effect and ±100 for the full control effect; nearly all actives have a fitted effect of over 50% in size
Target sequence (O75164 whole entry, looked up, the tested form may be a part): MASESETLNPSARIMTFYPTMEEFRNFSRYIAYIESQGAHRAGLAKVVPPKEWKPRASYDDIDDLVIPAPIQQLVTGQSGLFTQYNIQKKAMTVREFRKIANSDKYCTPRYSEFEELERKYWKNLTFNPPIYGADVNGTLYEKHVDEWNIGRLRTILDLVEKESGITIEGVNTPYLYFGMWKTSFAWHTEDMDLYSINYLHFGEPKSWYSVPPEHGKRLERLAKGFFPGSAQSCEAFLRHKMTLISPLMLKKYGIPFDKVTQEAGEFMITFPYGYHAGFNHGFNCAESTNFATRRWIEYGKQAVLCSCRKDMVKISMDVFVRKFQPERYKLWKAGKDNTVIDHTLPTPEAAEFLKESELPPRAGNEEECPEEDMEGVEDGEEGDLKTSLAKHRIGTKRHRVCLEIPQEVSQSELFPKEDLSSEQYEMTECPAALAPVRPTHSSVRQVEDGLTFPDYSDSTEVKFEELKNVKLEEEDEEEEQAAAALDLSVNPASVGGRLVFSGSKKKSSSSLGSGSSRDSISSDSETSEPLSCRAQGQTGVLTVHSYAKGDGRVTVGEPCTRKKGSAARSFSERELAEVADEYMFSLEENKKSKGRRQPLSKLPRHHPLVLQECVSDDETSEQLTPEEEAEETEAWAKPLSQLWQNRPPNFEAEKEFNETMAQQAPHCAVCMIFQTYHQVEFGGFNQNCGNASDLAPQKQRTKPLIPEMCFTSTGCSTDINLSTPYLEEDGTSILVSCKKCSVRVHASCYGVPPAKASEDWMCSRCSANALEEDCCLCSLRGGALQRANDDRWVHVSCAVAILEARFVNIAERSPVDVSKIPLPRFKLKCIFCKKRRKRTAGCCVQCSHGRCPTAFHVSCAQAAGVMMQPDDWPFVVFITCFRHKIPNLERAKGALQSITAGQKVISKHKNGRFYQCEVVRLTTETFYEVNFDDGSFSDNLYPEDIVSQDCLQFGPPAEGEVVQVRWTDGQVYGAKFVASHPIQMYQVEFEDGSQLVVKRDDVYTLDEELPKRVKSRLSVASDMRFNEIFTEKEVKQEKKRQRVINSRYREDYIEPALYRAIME
Tb PGK inh – blocks T. brucei phosphoglycerate kinase. P07378. PGK/GAPDH coupled, Kinase-Glo luminescence, 60 min. Potency, µM (highest dose often 57.5 µM), without a hit: at the top dose activity change, negative = inhibition, hits mostly inhibitors. hit rate 0.043% among 380,000. AID 602233; note: potency is the fitted concentration of half-maximal effect; % is set by controls: 0 for no effect and ±100 for the full control effect; nearly all actives have a fitted effect of over 60% in size
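Recombinant glycosomal PGK reaction used 1,3-bisphosphoglycerate generated in-well by GAPDH (100nM final) in 100mM TEA pH 7.6, 5mM MgCl2, 0.01% Tween-20. After 60 minutes at room temperature, ATP was read by Kinase-Glo Plus luminescence end-point.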
BAZ2B block – BAZ2B (human) inhibition | Q9UIF8 | AlphaScreen BAZ2B-H3K14Ac peptide displacement | Potency, µM (highest dose often 114 µM), for inactives: top-dose activity change, negative = inhibition, usual class: inhibitors | hit rate 4.4% among 360,000 | AID 504333; note: potency is the fitted concentration of half-maximal effect; % is set by controls: 0 for no effect and ±100 for the full control effect; nearly all actives have a fitted effect of over 60% in size
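In this displacement format the biotinylated H3(5-23) peptide acetylated at Lys14 serves as ligand at 50 nM, with BAZ2B at 50 nM in PBS pH 7.4 containing 0.01% Tween-20. Donor and acceptor beads are 10 ug/mL final.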
GLS inhibitor – inhibitors of human glutaminase (GLS); O94925; GLS enzymatic activity, qHTS titration; Potency, µM (doses to about 45.5 µM), inactives show at the highest dose activity change, negative = inhibition, usual class: inhibitors; hit rate 0.21% among 410,000; AID 624170; note: potency is the fitted concentration of half-maximal effect; % is set by controls: 0 for no effect and ±100 for the full control effect
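Coupled fluorescence readout: glutamate oxidase/HRP/Amplex Red detect glutamate formed by hKGA from L-glutamine (1 mM solution added). Buffer 45 mM KH2PO4 pH 8.2, 0.02% Tween-20; reads at t0 and 30 min RT.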
G9a inh – inhibitors of human histone lysine methyltransferase G9a; Q96KQ7; Potency, µM (titrated, usually from 102 µM), for the others: top-dose activity, negative = inhibition, actives largely listed as inhibitors; G9a H3K9 monomethylation, AlphaScreen, 2 h; hit rate 8.8% among 350,000; note: potency is the fitted concentration of half-maximal effect; % is set by controls: 0 for no effect and ±100 for the full control effect; nearly all actives have a fitted effect of over 75% in size
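Compounds were preincubated with 20 nM G9a for 15 min, after which biotinylated H3K9 peptide (500 nM) and SAM (20 uM) started a 2 h room-temperature reaction. Monomethylated product was quantified by antibody-based AlphaScreen chemiluminescence.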
Pin1 inhibitor – inhibitors of human Pin1 | Q13526 | Pin1 FP peptide displacement, HiFluor488, 10 min | Potency, µM (top dose mostly 115 µM), inactives show at the top dose activity, negative = inhibition, hits mostly inhibitors | hit rate 0.009% among 390,000 | AID 504891; active = well fitted inhibition curve with a large enough effect in the polarisation, with a control signal flat, not every such curve was filed as active; inconclusive = small, poorly fitted or top-dose-only effect, or effect the other way, or a change in a side signal; inactive = no such curve, though single readings can be large or run the other way; the % refers to the polarisation; note: potency is the fitted concentration of half-maximal effect; % is set by controls: 0 for no effect and ±100 for the full control effect
HP1b chromo inh – blocks HP1-beta chromodomain binding to methylated histone tails; P83916; AlphaScreen HP1-beta / biotin-H3K9me3 peptide binding; Potency, µM (titrated, usually from 114 µM), inactives show top-dose activity change, negative = inhibition, most hits filed as inhibitors; hit rate 0.56% among 390,000; AID 540317; note: potency is the fitted concentration of half-maximal effect; nearly all actives have a fitted effect of over 70% in size; inactives centre near 23
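AlphaScreen: HP1-beta (50 nM) preformed 30 min with biotin-H3(1-18)K9me3 peptide (50 nM) in PBS pH 7.4, 0.01% Tween-20. Compound added for 30 min at RT, then streptavidin donor/nickel chelate acceptor beads (10 ug/mL) for 30 min.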
ERG-DNA inh – ERG Ets/DNA interaction inhibition; hit rate 0.028% among 370,000; P11308; fluorescence polarization, His-ERG Ets domain / labelled DNA; AID 624246; Potency, µM (doses to about 76.9 µM), inactives show at the top dose FP activity, negative = inhibition, actives largely listed as inhibitors; active = well fitted inhibition curve with a large enough effect in the polarisation, with a control signal flat; inconclusive = small, poorly fitted or top-dose-only effect, or effect the other way, or a change in a side signal; inactive = no such curve, though single readings can be large or run the other way; the % refers to the polarisation;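 note: polarization taken with two DNA probes labelled with fluorescein and Texas red; potency is the fitted concentration of half-maximal effect; % of control where 0% means no effect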
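His-tagged ERG Ets domain (1 uM in the protein solution; 300mM KCl, 50mM Tris-HCl, 1mM EDTA, 1mM DTT, pH 7.5) received compound, then a probe mix of 5 nM fluorescein-DNA and 100nM Texas-615-DNA. Fluorescence polarization was read for both dyes.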
PI4K2A inh – inhibitors of human PI4K2A; purified PI4K2A, ADP-Glo luminescence, 1 h; stronger effect = lower value; Q9BTU6; hit rate 0.13% among 420,000; activity change, negative = inhibition, % at 76.9 µM; in the data active = activity change below about -50%; inconclusive = mostly about -30% to -49%;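 note: -100% = wells without enzyme as full effect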
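In this quantitative HTS, ADP production by PI4K2A was quantified luminescently after 1 h at ambient temperature; 100 microM adenosine served as plate-quality control.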
Active calls of the source: *; i = inactive; ? = inconclusive; · = no result given; [ ] = another dose, or the depositor's remark. Unless noted, calls come from the whole dose curve; as a rule, active = well fitted curve in the direction sought with a large enough effect; inconclusive = small, poorly fitted or top-dose-only effect, or another doubt; inactive = no such curve, though single readings can be large; an effect the other way counts as inactive or inconclusive.

SMILES	JMJD2A Tudor inh	Tb PGK inh	BAZ2B block	GLS inhibitor	G9a inh	Pin1 inhibitor	HP1b chromo inh	ERG-DNA inh	PI4K2A inh
Cc1cc(C)c2cc(C(=O)Nc3ccccc3)[nH]c2c1	8%	-6%	-3%	-7%	·	8%	20%	-4%	-2
COc1ccc(C(=O)NCC2CCCO2)cc1OC (stereo unspecified)	2%	-5%	1%	-6%	-6%	4%	35%	9%	6
Cc1ccccc1C(=O)NC(=S)NCCC1=CCCCC1	15%	-4%	7%	-9%	54%[activator]	8%	22%	6%	3
Cc1ccn2c(=O)c(C(=O)NCCCN3CCCC3=O)c(O)nc2c1	-19%	-9%	-6%	-2%	0%	-1%	15%	6%	1
COC(=O)c1ccc(NC(=O)c2sc3nc(-c4ccccc4)cn3c2C)cc1	-10%	i	4%	-7%	21%[2.33 µM]	6%	28%	0%	-4
CCCCCC1C(=O)C[C@@H]2CCN3C(=O)CCC[C@H]1[C@H]23 (stereo partly specified)	-9%	9%	·	1%	13%	6%	10%	11%	0
Cc1cc(NC(=O)N2CC=C(c3c[nH]c4ccccc34)CC2)ccc1Br	?	0%	-33%	-28%	-44%[59 µM]	?	-14%	0%	4
CC1(C)CC2(CCO1)OC(=O)CC2C(=O)NCc1ccccc1 (stereo unspecified)	-7%	-6%	4%	-20%	-3%	1%	22%	-9%	-2
O=C(NCCOC(=O)c1ccc(F)cc1)c1ccc(F)cc1	-11%	-5%	4%	-2%	15%	-8%	6%	-1%	2
O=C(CC1C(=O)OCCN1Cc1ccccc1)Nc1ccc(F)cc1 (stereo unspecified)	5%	-6%	-15%	0%	-39%[59 µM]	-4%	45%[activator]	9%	-2
O=C(Nc1cnn(Cc2ccc(Cl)cc2Cl)c1)c1noc2c1CCCC2	-23%	-2%	3%	-1%	?	1%	41%[activator]	-7%	-8
O=S(=O)(c1ccc(Cl)cc1Cl)n1ccc2cccnc21	2%	-3%	-3%	3%	38%	5%	10%	-4%	-1
N#C/C(=C/c1ccc(CNS(=O)(=O)c2ccccc2)o1)C(N)=O	-12%	-1%	-11%	7%	8%	-1%	9%	-1%	-3
Oc1c(C(c2ccccc2Cl)N2CCCC2)ccc2cccnc12 (stereo unspecified)	20µM*	-5%	20µM*	9%	11µM*	-10%	-35%	0%	-6
O=c1cc(-c2ccc(C(F)(F)F)cc2)oc2ccccc12	-32%	-9%	·	-1%	·	-6%	-11%	2%	1
CC(C)CNS(=O)(=O)c1cc(C(=O)OCC(=O)N2CCOCC2)c(Cl)cc1Cl	-9%	-8%	0%	5%	3%	1%	1%	-3%	3
CCOCCCNC(=O)C(NC(=O)C1CCC(=O)N1)c1ccc(C)cc1 (stereo unspecified)	8%	4%	-5%	0%	?	6%	15%	-7%	2
CN(C)C(=O)c1c(NC(=O)c2ccccc2F)sc2c1CCCC2	-5%	-1%	0%	-2%	0%[59 µM]	4%	65%[activator]	-1%	1
O=C(O)CN1C(=O)C(=O)N(Cc2cccc(F)c2)C1=O	-14%	3%	-6%	-4%	-37%	1%	-14%	2%	7
O=[N+]([O-])c1cc(C(F)(F)F)ccc1NCCc1c[nH]c2ccc(O)cc12	22µM*	-8%	40µM*	15%	?	?	?	-9%	8

Another view of some results above.
Molecule: O=C(Nc1cnn(Cc2ccc(Cl)cc2Cl)c1)c1noc2c1CCCC2
  JMJD2A Tudor inh: -23%
  Tb PGK inh: -2%
  BAZ2B block: 3%
  GLS inhibitor: -1%
  G9a inh: ?
  Pin1 inhibitor: 1%
  HP1b chromo inh: 41%[activator]
  ERG-DNA inh: -7%
  PI4K2A inh: -8
Molecule: O=c1cc(-c2ccc(C(F)(F)F)cc2)oc2ccccc12
  JMJD2A Tudor inh: -32%
  Tb PGK inh: -9%
  BAZ2B block: ·
  GLS inhibitor: -1%
  G9a inh: ·
  Pin1 inhibitor: -6%
  HP1b chromo inh: -11%
  ERG-DNA inh: 2%
  PI4K2A inh: 1

(listing goes on)
SMILES	JMJD2A Tudor inh	Tb PGK inh	BAZ2B block	GLS inhibitor	G9a inh	Pin1 inhibitor	HP1b chromo inh	ERG-DNA inh	PI4K2A inh
C(=N\Nc1ccccc1)/c1ccc(N2CCOCC2)cc1	?	i	-33%[57.1 µM]	3%	4µM*	7%	2%	·	0
Cc1ccccc1-n1nc(CSc2nc3ccccc3[nH]2)c(-c2ccccc2)c1N	?	3%	-6%	21%	?	5%	9%	-7%	-4
O=C(CN1C(=O)CSc2ccc(S(=O)(=O)N3CCCCC3)cc21)NCc1ccc(F)cc1Cl	-28%	i	21%	12%	?	15%	80%[activator]	-5%	4
Cc1cccc(Cn2c(C(C)(C)C)cc3cccnc32)c1	-1%	-9%	3%	-20%	8%[59 µM]	-8%	17%	4%	4
Nc1nnnn1/N=C/c1cc(Br)ccc1O	28µM*	-7%	·	-2%	·	-12%	12%	0%	-3
CC(C)Oc1ccc(CNC(=O)C2CCCN(S(=O)(=O)c3ccc4c(ccn4C)c3)C2)cc1 (stereo unspecified)	-12%	i	0%	7%	1%[59 µM]	8%	33%[57 µM]	3%	-12
CCOc1cccc(CNCCO)c1OCc1ccc(Cl)cc1	-12%	-3%	-8%	14%	0%[59 µM]	-1%	10%	-2%	5
NC(=O)[C@@H]1CCCN1C(=O)c1ccc2nc(Cc3cccc(Cl)c3)oc2c1	-16%	i	-12%	2%	-9%	-9%	25%	0%	4
CCOP(=O)(OCC)C(NC(=O)Nc1c(C)cc(C)cc1C)c1ccccc1 (stereo unspecified)	0%	-6%	-10%	1%	-7%	-1%	21%	-11%	2
CCCCOc1ccc(C2C(C(=O)c3cccs3)=C(O)C(=O)N2CCN2CCOCC2)cc1 (stereo unspecified)	-17%	i	-7%	4%	·	0%	27%	-7%	-5
Cn1c(SCC2CCCO2)nnc1-c1ccc([N+](=O)[O-])cc1 (stereo unspecified)	-2%	5%	-8%	1%	·	0%	61%[activator]	5%	3
C(=NN=C1c2ccccc2-c2ccccc21)c1c[nH]c2ccccc12	22µM*	0%	·	0%	·	8%	?	9%	0
Cc1cc(/C=N/n2cnnc2)c(C)n1-c1ccc2ncccc2c1	-27%	-6%	·	-9%	·	-3%	-18%	-4%	-12
COC(=O)C1=C(C)NC(=O)/C1=C\c1cc(C)n(-c2ccccc2F)c1C	-33%	2%	45µM*	3%	·	4%	-10%	-3%	-1
CCOc1cc(S(=O)(=O)N(CC)CC)ccc1Cl	32%	i	1%	-12%	32%	-8%	57%[activator]	9%	-4
COC(CNC(=O)C(=O)NCC1CCCN1S(=O)(=O)c1cccs1)OC (stereo unspecified)	-3%	-1%	11%	8%	22%[0.501 µM]	0%	11%	-7%	-1
CC(NC(=O)c1ccccc1Br)c1ccc2c(c1)CCCC2 (stereo unspecified)	-1%	-8%	2%	3%	·	1%	28%	1%	4
O=C1NC(=O)N(c2ccccc2)C1=O	-6%	5%	-4%	-18%	?	-16%	2%	0%	3
CC1(C)Cc2c(cnn2-c2ccc(F)cc2)C(NC(=O)Cn2cncn2)C1 (stereo unspecified)	-11%	-8%	-20%	1%	-4%	-2%	33%	8%	-1
c1cncc(-c2noc(-c3cccc4ccccc34)n2)c1	43%[activator]	-8%	-1%	5%	89%[activator][59 µM]	-5%	96%[activator]	-7%	-4
COc1ccc(C2OC(=O)C(C)(C)C(=O)C2(C)C)cc1OC (stereo unspecified)	-17%	-3%	0%	-2%	?	0%	29%	-2%	7
Cc1cc(C)nc(N2CCCC(C(=O)NCCc3cccc(F)c3)C2)n1 (stereo unspecified)	-1%	-1%	-1%	0%	1%[12.7 µM]	2%	44%[activator]	-2%	3
Nn1cnc2scc(-c3cccs3)c2c1=O	-2%	0%	4%	-3%	16%	-2%	3%	-5%	0
COc1ccc(CNC(=O)OCCN2CCN(Cc3ccccc3)CCC2=O)cc1	-19%	i	-1%	0%	-39%	1%	20%	29%	4
O=C(Cn1c(NCCO)nc2ccccc21)c1ccc([N+](=O)[O-])cc1	-16%	-3%	-13%	23%	-47%	0%	21%	-11%	6
CC1CCCCC12NC(=O)N(CC(=O)c1ccc3c(c1)OCO3)C2=O (stereo unspecified)	-13%	-7%	-8%	7%	-39%	-2%	5%	2%	0
O=C(O)C1=CC(c2ccc(Br)cc2)n2ncnc2N1 (stereo unspecified)	-9%	-5%	-7%	13%	?	2%	33%	0%	-3
COC(=O)c1ccccc1C(=O)N1CCC(CCC(=O)NC2CC2)CC1	-12%	i	1%	0%	10%	-2%	45%[activator]	-5%	-25
CCOC(=O)C1CCCN(CC(=O)c2c[nH]c3ccc(C)cc23)C1 (stereo unspecified)	-26%	1%	-14%	1%	?	-1%	37%	-4%	8
COc1ccc(C(=O)NCCc2nnc(SCC(=O)Nc3ccccc3C(C)C)n2C)cc1	0%	-3%	5%	0%	7%[59 µM]	1%	28%	-13%	2
COC(=O)CCc1sc(Nc2ccc(Br)cc2)nc1-c1ccc(OC)cc1	?	-9%	-38%	13%	35µM*	4%	-5%	10%	0
Cc1ccc(NCc2nnc(SCC(=O)Nc3ccccc3)n2CC2CCCO2)c(C)c1 (stereo unspecified)	56µM*	-1%	?	-15%	-11%[59 µM]	-2%	-19%	-1%	-5
CC(=O)c1ccc(NC(=O)C(C)OC(=O)c2ccc(NS(=O)(=O)c3ccc(F)c(F)c3)cc2)cc1 (stereo unspecified)	-12%	-8%	-3%	-8%	-13%[59 µM]	7%	27%	10%	2
O=C(Nn1c(-c2ccncc2)nc2ccccc2c1=O)c1ccccc1Br	-13%	-10%	-4%	-7%	50µM*	-5%	10%	-8%	3

The order is random, and some 11% of all compounds hit somewhere here.
